Rv3671c protease: Rv3671c serine protease inhibitors, primary screen, biochemical, fluorescence polarization, M. tuberculosis H37Rv | AID 2606, 2010 | 320,000 tested, 0.048% active | inhibition, % at 5.96 µM | P9WHR9; in the data active = inhibition above about 38%;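 also: extracellular domain of Rv3671c used as enzyme; 0% = enzyme with DMSO and 100% = no enzyme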
Y pestis TopoI: Yersinia pestis topoisomerase I inhibitors, primary screen, biochemical, cleavage product accumulation, plate reader, single point; AID 504884, 2011; Y. pestis Topo-I cleavage product accumulation; activity, % at 10 µM; DNA topoisomerase I (Yersinia pestis CO92); 360,000 tested, 0.064% active; in the data active = activity above about 50%, passing the limit was not always enough; inconclusive = no clear call, values can overlap the other calls; also: inactives centre near 2
Vc quorum ag: inducers of Vibrio cholerae quorum light production without autoinducers, primary screen, BH1578 luxS cqsA deficient, single point. V. cholerae BH1578 lux reporter, luminescence, 6 h. 350,000 tested, 0.16% active. AID 588436, 2011. activation, % at 18.7 µM; in the data active = activation mostly above about 9.7%, no sharp cut-off; inconclusive = no clear call, values can overlap the other calls; inactive = mostly below about 3.7%; also: not every result past the cut was called active; inactives centre near 0; reference of the scale not given here
3CLpro inhibitor: SARS-CoV 3CLpro protease inhibitors, primary screen, biochemical, quenched FRET | recombinant SARS-CoV 3CLpro, quenched FRET peptide cleavage | inhibition, % at 6 µM | AID 1706, 2009 | 290,000 tested, 0.14% active | Replicase polyprotein 1ab (Severe acute respiratory syndrome coronavirus), P0C6X7; in the data active = inhibition above about 12%
VHR inh abs: VHR1 phosphatase inhibitors, primary screen, biochemical, absorbance, uHTS; 290,000 tested, 0.52% active; Dual specificity protein phosphatase 3 (Homo sapiens), P51452; AID 1654, 2009; inhibition, % at 13.3 µM; recombinant VHR phosphatase, pNPP absorbance; in the data active = inhibition above about 50%; also: some compounds called inactive have numbers as strong as hits
Anthrax LF inh2: Bacillus anthracis LF protease inhibitors, primary screen, biochemical, multiplex microsphere, MLPCN library. inhibition, % at 10 µM. AID 588501, 2011. Lethal factor (Bacillus anthracis), P15917. multiplex microsphere protease cleavage assay. 360,000 tested, 0.12% active; in the data active = inhibition above about 30%; inconclusive = no clear call, values can overlap the other calls; also: plate controls were buffer without enzyme for full effect and enzyme alone for no effect
PriA SSB inh: inhibitors of Klebsiella pneumoniae PriA binding to SSB C-terminal tail, primary screen, biochemical, AlphaScreen | PriA–SSB C-terminal tail interaction (Klebsiella pneumoniae) | AlphaScreen SSBct-PriA binding, biotinylated peptide | inhibition, % at 33 µM | 430,000 tested, 0.6% active | AID 1272365, 2023; in the data active = inhibition mostly above about 37%, no sharp cut-off; inactive = mostly below about 20%;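 also: plate controls were negative control peptide for no effect and reference peptide for full effect; strong numbers were not always called active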
MazEF act: activators of E. coli MazEF toxin-antitoxin RNase, primary screen, biochemical, fluorescence, uHTS. AID 504720, 2011. activation, % at 20 µM. 350,000 tested, 0.32% active. FAM/BHQ RNA-DNA oligo cleavage fluorescence, 5 h; in the data active = activation above about 50%
PfHsp40 rescue: rescue of yeast from PfHsp40 toxicity, primary screen, S. cerevisiae, ATP luminescence; growth rescue, % at 12.5 µM; 340,000 tested, 0.68% active; S. cerevisiae expressing PfHsp40, growth rescue; in the data active = growth rescue above about 28%, passing the limit was not always enough; inconclusive = no clear call, values can overlap the other calls;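 also: yeast W303a lacking pdr1 and pdr3 grown in galactose medium; growth measured after three days at 30 °C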
TcdB inh: TcdB glycohydrolase inhibitors, primary screen, biochemical, single point, plate reader; Toxin B (Clostridioides difficile), P18177; TcdB glycohydrolase enzymatic assay; inhibition, % at 9.99 µM; 350,000 tested, 0.24% active; AID 652162, 2013; in the data active = inhibition above about 10%
Active calls of the source: *; i = inactive; u = inconclusive; x = no result given.

The line under a structure holds: Rv3671c protease	Y pestis TopoI	TcdB inh	Vc quorum ag	PriA SSB inh	Anthrax LF inh2	VHR inh abs	3CLpro inhibitor	PfHsp40 rescue	MazEF act
CC(=O)Oc1c2occc2cc2ccc(=O)oc12
 : 7	-4	x	i	-3	5	8	2	0.7	0
O=S(=O)(c1ccccc1)N1CCN(Cc2nnc(-c3ccccc3)o2)CC1
 : x	5	10*	i	x	1	x	x	x	2
C=CCSC1=NN2CCS(=O)(=O)N=C2S1
 : -6	6	1.1	i	-15	3	30	0	1.6	0
COCCN(CC(=O)Nc1cccc(C)c1C)C(=O)Cc1cccs1
 : -2	2	0.5	i	6	0	x	x	0.5	2
Cc1oc(-c2ccccc2F)nc1CS(=O)(=O)CC(=O)NCCCN1CCN(C)CC1
 : 3	-1	1.8	2.0	-4	-1	-12	1	0.6	9
CCCNCc1cc(OC)c(OCc2ccccc2)cc1Br
 : 0	15	2.0	-0.1	-1	-6	19	0	-0.7	-5
O=c1c2oc3ccccc3c2[nH]c(=S)n1-c1ccc(F)cc1
 : 7	-5	1.4	-0.1	-1	-3	8	-4	-0.4	3
CC(C)c1cccc(-c2csc(C(O)c3ccc(F)cc3)n2)c1 (stereo not drawn)
 : x	19	-0.6	i	x	2	x	x	x	x
O=C(c1ccccc1)N1CC(COc2ccccc2)OC(c2cccnc2)O1 (stereo not drawn)
 : 3	11	x	i	8	0	10	8	-0.1	3
Cc1nn(Cc2ccccc2Cl)c(Cl)c1/C=C/C(=O)OCC(=O)NC(N)=O
 : -1	1	x	-0.4	3	-1	4	-5	1.5	-50
O=C(NCc1ccccn1)Nc1ccc(Br)cc1
 : 5	2	4.2	i	-15	-6	24	3	-0.9	0
O=C(Nc1nc(-c2cccs2)c(C(=O)C(F)(F)F)s1)c1ccccc1
 : -18	0	0.5	-0.3	-6	-1	-4	1	-0.2	5
CSc1ccc(Cl)c(C(=O)OCC(=O)N2CCNC2=O)c1
 : 1	14	0.0	i	-2	-2	x	x	-0.4	2
C=CCn1c(COc2cccc(C)c2)nnc1SCC(=O)c1c(N)n(C)c(=O)n(C)c1=O
 : x	0	1.4	-0.3	-13	-3	x	x	-0.5	-38
Nc1nc(CN2CCN(Cc3ccccc3)CC2)nc(Nc2ccccc2)n1
 : 1	-2	0.8	-0.2	31	0	5	-1	-0.8	-4

Fetched by compound from the list above, 2 records:
The line under a structure holds: Rv3671c protease	Y pestis TopoI	TcdB inh	Vc quorum ag	PriA SSB inh	Anthrax LF inh2	VHR inh abs	3CLpro inhibitor	PfHsp40 rescue	MazEF act
CCCNCc1cc(OC)c(OCc2ccccc2)cc1Br
 : 0	15	2.0	-0.1	-1	-6	19	0	-0.7	-5
CSc1ccc(Cl)c(C(=O)OCC(=O)N2CCNC2=O)c1
 : 1	14	0.0	i	-2	-2	x	x	-0.4	2

Later entries
The line under a structure holds: Rv3671c protease	Y pestis TopoI	TcdB inh	Vc quorum ag	PriA SSB inh	Anthrax LF inh2	VHR inh abs	3CLpro inhibitor	PfHsp40 rescue	MazEF act
O=C(NCCc1ccncc1)Nc1ccccc1
 : -3	1	x	i	-11	-5	4	-4	-0.2	6
O=C(NCCCN1CCCC1=O)c1ccc2c(c1)NC(=O)C(N1CCOCC1)S2 (stereo not drawn)
 : x	-1	x	1.8	-10	1	-5	0	0.3	-19
CCOC(=O)C1=C(C)Nc2ncnn2C1c1cc(Br)ccc1F (stereo not drawn)
 : -5	-1	x	i	3	-4	7	3	-0.8	-5
CC(C)(C)OC(=O)N1CCc2onc(-c3ccc(Cl)cc3)c2C1=O
 : x	2	0.5	-0.2	x	-4	x	x	x	5
O=c1[nH]c2cc(O)ccc2c2ccccc12
 : x	-2	10*	i	x	-10	x	x	x	x
Cc1cccc(C(=O)NC(=S)NNC(=O)COc2ccc(Cl)cc2)c1
 : x	7	4.8	-0.2	-14	-1	21	3	2.1	-9
CN(C)CCCN(C(=O)CCOc1ccccc1)c1nc2c(F)cccc2s1
 : x	-8	1.5	-0.6	7	-4	2	6	-1.1	-28
COc1ccccc1/C=N/NC(=O)Cn1cnc([N+](=O)[O-])n1
 : 1	0	0.6	-1.1	x	-2	21	0	0.7	-1
CCOP(=O)(OCC)C(NC(=O)Nc1ccc(Cl)cc1)C(N)=O (stereo not drawn)
 : -1	-7	x	-0.2	-22	1	12	5	-1.4	2
CCc1ccccc1NC(=O)CCS(=O)(=O)c1ccc2c(c1)CCCN2C(C)=O
 : 4	-2	1.0	-3.8	0	-1	11	3	-0.1	1
Cc1ccc(-c2cc(C(F)F)nc3sc4c(=O)[nH]cnc4c23)cc1
 : -2	4	-0.8	-5.7	-16	2	x	x	-0.1	-19
Cc1cccc(-c2nnc(SCC(=O)Nc3cc(C)on3)n2C)c1
 : 5	12	0.2	-0.4	-5	-1	18	3	5.6	16
CCOc1ccc(CN2CCN(Cc3nc4c(s3)CCCC4)CC2CCO)cc1 (stereo not drawn)
 : -3	7	0.8	-0.2	-8	0	16	5	3.4	3
Cc1ccc(C2(C)NC(=O)N(CC(=O)Nc3ccc4[nH]c(=O)[nH]c4c3)C2=O)cc1 (stereo not drawn)
 : 3	-3	1.2	i	1	-5	-5	-2	-1.4	-5
CCOc1cc2[nH]c(=O)n(CCc3ccc(OC)c(OC)c3)c(=O)c2cc1OCC
 : -9	7	x	i	-9	-7	41	0	-1.0	8
Brc1cc2c(cc1Br)OCCOCCOCCOCCO2
 : -4	13	1.1	i	-4	1	12	2	0.1	6
COc1ccc(NC(=O)c2ccc3c(SCC(=O)O)c4c(nc3c2)CCCC4)cc1Cl
 : -51	x	0.2	x	x	x	-4	0	x	x
CCOc1ccc(/C=N/NC(=O)c2cc(-c3ccccc3)nc3ccccc23)cc1O
 : -3	-9	1.8	i	x	16	-10	5	-1.2	0
CC(O)Cn1nc([N+](=O)[O-])nc1N (stereo not drawn)
 : 10	5	1.8	-0.4	-4	-4	28	-3	-0.5	3
Cc1cccc(N2C(=O)CN(Cc3cccs3)C2=S)c1
 : -9	-10	2.2	-0.1	-8	-10	-6	1	-0.4	4
CSc1ccccc1NC(=O)CN(C)C(C)C(=O)NC(=O)NC1CCCCC1 (stereo not drawn)
 : 7	13	1.4	-0.7	-2	u	x	x	0.4	4
c1ccc(Nc2cc(-c3ccccc3)nc3ncnn23)cc1
 : 0	3	1.5	i	8	-4	15	-2	-0.2	0
CC(OC(=O)CCc1nc2ccccc2c(=O)[nH]1)C(=O)c1ccc(Br)cc1 (stereo not drawn)
 : -13	6	0.5	-0.2	-5	-2	-7	0	-0.5	3
O=C(Cn1cc(F)c(=O)[nH]c1=O)NCCO
 : 2	-1	1.3	i	-2	0	30	3	-0.2	-6
COCCNC(=O)/C(C#N)=C/c1ccc(SC)cc1
 : 4	-6	1.0	-0.5	-9	5	17	4	0.8	-9
O=C(NCC1CCCN(C(=O)c2cccnc2)C1)c1ccc(-c2ccccc2)cc1 (stereo not drawn)
 : -1	17	-0.2	-0.2	-7	-1	22	1	-0.4	8
CCOC(=O)c1cc2c(ccn2C)n1Cc1ccccc1C
 : 8	32	0.2	-0.3	32	-10	10	-3	-1.2	0
O=C(CNC(=O)c1ccccc1)N/N=C/c1ccc([N+](=O)[O-])o1
 : -4	0	0.0	-0.3	x	-2	14	-1	-1.6	-2
Cn1cnc(C(=O)N2CCN(C(=O)OC(C)(C)C)CC2)c1C(=O)N1CCN(C(=O)OC(C)(C)C)CC1
 : -1	-20	1.5	i	-5	-2	x	x	0.8	7
O=C(Nc1cnccn1)c1cccc(C(F)(F)F)c1
 : 6	-5	x	-2.2	-17	-4	0	6	0.1	4
CC(C)C(=O)Nc1cccc(S(=O)(=O)c2cccc(NC(=O)C(C)C)c2)c1
 : -8	-4	x	-0.8	-4	-6	45	-2	0.2	2
COc1ccccc1CNC(=O)COC(=O)c1ccco1
 : 0	-5	-1.0	-2.5	-9	-6	x	x	-0.7	-5
Cc1cccc(OCC(=O)Nc2ccccc2N2CCCCC2)c1
 : -12	1	x	-0.7	-32	-6	7	5	2.6	-15
COCCNC(=O)CN(C(=O)CCC(=O)Nc1ccccn1)c1ccccc1OC
 : 1	-1	0.2	-0.3	-12	4	22	3	-0.7	3
O=C1C(Cl)=C(Nc2ccccc2)C(=O)c2ccccc21
 : -5	2	-0.1	-0.3	10	-1	-4	4	-0.5	6
COc1cccc(NC2=NC3(CCCCC3)N=C(N)N2)c1
 : 2	-7	x	-0.3	-15	-1	19	-1	-1.2	3
COC(=O)CSc1nc(N2CCCCC2)c2c(c1C#N)CCCC2
 : -3	8	x	-0.9	-6	-1	-5	-8	1.9	-9
COc1cccc(CN2CCNC(=O)C2CC(=O)N(C)CC2CCOCC2)c1 (stereo not drawn)
 : -8	-3	1.8	0.0	-2	8	26	0	-0.2	-4
Cn1c(OCc2ccc3c(c2)OCO3)nc2c1c(=O)n(Cc1ccc(Cl)c(Cl)c1)c(=O)n2C
 : 1	1	x	-0.5	-2	0	32	-5	-0.6	-9
Cc1cccc(NC(=S)N(CCc2nc3cc(C)c(C)cc3[nH]2)Cc2cccnc2)c1
 : -2	-2	x	i	-14	-2	37	0	0.8	6
COc1ccccc1NS(=O)(=O)c1cccc(C(=O)N/N=C/c2ccccc2OCC(=O)O)c1
 : 2	5	1.2	-0.6	x	1	11	-1	0.0	12
O=C(c1ccc(C(=O)N2CCN(c3ccccc3F)CC2)nc1)N1CCN(c2ccccc2F)CC1
 : -2	2	0.0	i	-13	-4	30	0	-0.3	-4
COc1ccccc1N1CCN(C(=O)CCn2c(=O)[nH]c3ccccc3c2=O)CC1
 : 1	17	x	i	2	-1	36	1	-0.5	-1
CCOC(=O)Nc1ccc2c(c1)N(C(=O)CCN1CCN(CCO)CC1)c1ccccc1S2
 : 3	-2	x	-0.1	8	0	x	2	-0.4	12
Cc1ccc(S(=O)(=O)N2CCN(C(=O)c3ccc4nc[nH]c4c3)CC2)cc1
 : -3	4	2.1	i	-4	0	x	x	0.0	-2
COc1ccc(N2C(=O)N3[C@H](c4ccc(Br)cc4)[C@@H]4C(=O)N(C(C)(C)C)C(=O)[C@@H]4[C@]3(Cc3ccccc3)C2=O)cc1
 : -19	4	1.7	i	-12	-5	17	7	-0.4	5
O=C(NCCc1ccc(Cl)cc1)C(=O)Nc1cc2c3c(c1)CC(=O)N3CCC2
 : -2	11	0.8	1.7	4	-2	x	x	1.3	3
COc1ccc(NC(=O)c2ccc(NC3=NC4CS(=O)(=O)CC4S3)cc2)cc1 (stereo not drawn)
 : -1	-6	3.0	i	-11	-4	9	-2	0.2	12
Cc1nn(C)c(C)c1C1C(C#N)=C(N)OC2=C1C(=O)CCC2 (stereo not drawn)
 : 3	-3	0.6	3.8	1	0	2	2	-0.3	-1
CC1=NOC(=O)/C1=C\c1ccc(-c2ccccc2Br)o1
 : x	8	1.1	x	-4	-8	8	2	0.1	-4
COc1ccc(NC(=O)Nc2ccon2)c(OC)c1
 : 5	-2	0.8	-0.3	-4	-2	0	2	1.8	-4

Assay outcomes as filed in PubChem BioAssay.

Some of the compounds tested; rates above refer to the full screens.
